12-LOX inh – Primary qHTS assay for inhibitors of human arachidonate 12S-lipoxygenase (ALOX12): Round 2 | Polyunsaturated fatty acid lipoxygenase ALOX12 (Homo sapiens), P18054 | purified 12hLO, xylenol orange hydroperoxide absorbance | Potency, µM (highest dose often 108 µM), inactives show at the top dose activity change, negative = inhibition, actives largely listed as inhibitors | hit rate 1.1% among 580,000 | AID 1671190, 2021; active means well fitted inhibition curve with a large enough effect; inconclusive means small, poorly fitted or top-dose-only effect, or another doubt; inactive means no such curve, though single readings can be large or run the other way
Target sequence (P18054 whole entry, looked up): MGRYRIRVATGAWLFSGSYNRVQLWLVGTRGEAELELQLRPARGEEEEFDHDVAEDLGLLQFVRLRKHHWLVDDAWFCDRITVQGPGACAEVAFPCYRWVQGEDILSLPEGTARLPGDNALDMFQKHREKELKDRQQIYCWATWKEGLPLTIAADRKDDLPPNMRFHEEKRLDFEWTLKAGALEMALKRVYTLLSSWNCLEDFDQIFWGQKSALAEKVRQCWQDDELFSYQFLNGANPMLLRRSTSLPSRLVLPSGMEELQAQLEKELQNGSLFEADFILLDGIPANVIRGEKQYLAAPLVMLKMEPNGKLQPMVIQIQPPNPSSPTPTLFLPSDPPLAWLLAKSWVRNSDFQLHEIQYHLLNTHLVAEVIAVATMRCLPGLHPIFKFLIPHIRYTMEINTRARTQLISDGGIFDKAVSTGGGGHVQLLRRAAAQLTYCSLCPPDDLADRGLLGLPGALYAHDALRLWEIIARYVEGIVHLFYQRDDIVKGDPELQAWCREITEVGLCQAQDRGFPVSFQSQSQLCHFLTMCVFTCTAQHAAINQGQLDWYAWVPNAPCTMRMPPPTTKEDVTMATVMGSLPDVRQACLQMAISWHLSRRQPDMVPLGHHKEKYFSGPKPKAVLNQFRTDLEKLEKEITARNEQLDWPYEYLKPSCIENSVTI
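Purified human 12hLO at 150 nM in 25 mM Hepes, 0.01% Triton X-100, pH 7.0, preincubated 15 min at room temperature with compound. Reaction started with 40 uM arachidonic acid, 30 min at room temperature. Hydroperoxide measured by Fe-xylenol orange, 573/405 nm absorbance ratio.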
Starred values were filed as active, the others as inactive; ? = inconclusive; [ ] = another dose, or the depositor's remark. On the % scale 0 is the no-effect control and ±100 the full control effect; potency means the concentration at half of the fitted maximal effect.

The opening 3 records (preview)
structure	12-LOX inh
COc1ccc(-c2nc(C3CC3)nc3c2CCN(Cc2cc(C)on2)CC3)cc1	5.4%[6.33 µM]
COc1ccc(N2CC(c3noc(-c4ccc(C)c(C)c4)n3)CC2=O)cc1OC (stereo not drawn)	43.9%[activator]
NS(=O)(=O)c1ccc(N/N=C/C(Cl)=C/c2ccccc2)c([N+](=O)[O-])c1	?

Results, from the start:
structure	12-LOX inh
COc1ccc(-c2nc(C3CC3)nc3c2CCN(Cc2cc(C)on2)CC3)cc1	5.4%[6.33 µM]
COc1ccc(N2CC(c3noc(-c4ccc(C)c(C)c4)n3)CC2=O)cc1OC (stereo not drawn)	43.9%[activator]
NS(=O)(=O)c1ccc(N/N=C/C(Cl)=C/c2ccccc2)c([N+](=O)[O-])c1	?
CNC(=O)c1cc[nH]c1C1CCCN(C(=O)Cn2c(=O)oc3ccccc32)C1 (stereo not drawn)	9.5%
COc1ccc(CCC(=O)NC2CCN(c3cc(C(F)(F)F)nc(C)n3)CC2)cc1	36.1%
CCc1nc2cc(C(=O)N(C)CC3COCCO3)cc(NC(=O)c3ccccc3OC)c2n1C (stereo not drawn)	14.7%
COc1cccc(NC(=O)O[C@@H]2CC[C@]3(C)C(CC[C@@H](O)[C@H]3CC(=O)N3CCCC3)[C@]2(C)CO)c1 (stereo partly drawn)	-10.3%
Cc1ccc(S(=O)(=O)N(CC(=O)NCC(C)C)Cc2c(F)cccc2Cl)cc1	-15.3%
COCC(=O)N1CCC2(CC1)C(=O)NCN2Cc1ccc(Cl)cc1	50.1%[activator]
Cc1cccc(CC(=O)N2CC(c3nnc(C(C)C)o3)C3(CCOCC3)C2)c1 (stereo not drawn)	45.4%[activator]
COc1ccc(-c2cc(N3CCCN(C(=O)CCCc4ccccc4)CC3)n[nH]2)cc1	25.5%
COC(=O)c1ccc(COC(=O)CCc2ccc3c(c2)OCO3)cc1	?
Clc1ccc(-c2nc(-c3ccc(Br)o3)no2)c(Cl)c1	-16.1%
CCc1ccc(CNC(=O)c2cnc(C)cn2)s1	25.0%
O=C(C(Sc1nncn1-c1ccccc1F)c1ccccc1)N1CCOCC1 (stereo not drawn)	-4.4%
O=C(NC[C@H]1OC[C@@H](NC2CCOCC2)[C@@H]1O)C1CC1	-3.3%[176 µM]
COc1ccc(CCNC(=O)c2c(C)noc2-c2ccccc2OC)cc1	20.1%
CSc1nnnn1-c1ccc(C(=O)Nc2ccc(Br)c(C)c2)cc1	-9.0%
CCOc1ccc(NC(=O)C(C)O)c(N)c1 (stereo not drawn)	15.5%
COc1ccc(C2c3c(n[nH]c3C)C(=O)N2c2ccc(C)cc2)cc1 (stereo not drawn)	?
Cc1cccc(CN(C(=O)c2ccco2)c2ccc(CC(=O)NCC3CCCO3)cc2)c1 (stereo not drawn)	49.6%[activator]
CCn1nc(C(=O)OCC(=O)NC(=O)NCc2ccccc2)c2ccccc2c1=O	-5.4%
O=C1NCc2ccccc2CC12CCN(C/C=C/c1ccccc1)CC2	?
Cc1c(F)cccc1NC(=O)N1CC(c2nnc(-c3ccncc3)o2)C2(CCOCC2)C1 (stereo not drawn)	33.8%
CCOc1ccc(-c2noc(-c3nnn(-c4cccc(C)c4C)c3N)n2)cc1	-14.5%
Cc1noc(NC(=O)CSc2nccn2-c2ccccc2)n1	?
CCOC(=O)Cc1ccc(NC(=O)Nc2nnc(N(C)Cc3ccccc3)s2)cc1	-7.8%
COc1ccccc1N1CCN(C(=O)C2N(C(C)C)C(=O)C23CCCCC3)CC1 (stereo not drawn)	20.8%
COc1ccc(CNC(=O)c2ccc(-n3ccnc3)c3ccoc23)cc1OC	?
Cc1csc(NC(=O)[C@@H]2C[C@@H](c3ccc(F)cc3)N([S+](=O)([O-])c3ccccc3)C2)n1	-6.0%
O=C1NC(=NC2CCCCC2)C2(CCCN([S+](=O)([O-])c3cccc(C(F)(F)F)c3)C2)N1c1cccnc1 (stereo not drawn)	71.7%[activator]
COCCN1C(=O)[C@@H]2C[C@@H](CN2Cc2ccccc2)Oc2ccccc21	6.6%[176 µM]
CN(C)c1ccc(CN2CC[C@H](c3nc4ccccc4n3C)C2)cc1	41.5%[activator][176 µM]
CC(C(=O)NCc1ccc(C(F)(F)F)cc1)C1CCOCC1 (stereo not drawn)	20.8%
Cc1ccc(NC(=O)Nc2nnc(-c3ccccc3)s2)cc1C	15.2%
CCn1ncc(CN2CC[C@@H]3CN(S(C)(=O)=O)[C@@H]3C2)c1C	42.8%[activator]
Cc1ncoc1C(=O)N1CCC(F)(c2nc(-c3ccncc3)no2)CC1	50.9%[activator]
CCOc1ccc(Nc2ccc3nnc(-c4ccccc4Cl)n3n2)cc1	-24.2%
O=C(O)c1ccc(NCc2ccc(F)cc2)cc1	13.5%
Cc1cccc(-c2c3c(=O)n(C)c(=O)n(C)c3c3n2CCOC3c2coc3ccccc3c2=O)c1 (stereo not drawn)	?
CCOc1ccc(-c2nc(CSCC(=O)N3CCC(N4CCCCC4)CC3)c(C)o2)cc1	-52.2%
COc1ccc(NC(=O)C(c2cccc3ccccc23)n2c(=O)c(-c3ccco3)nc3ccccc32)cc1 (stereo not drawn)	-27.1%
COc1ccccc1-c1cc2c(c3c1ccn3C)C1CCC2C1 (stereo not drawn)	-37.5%
CCOc1ccccc1NC(=O)c1cc(OC(C)=O)cc(OC(C)=O)c1	-19.4%
CCc1noc(-c2cn(C3CCN(C(=O)c4ccc(F)cc4)C3)nn2)n1 (stereo not drawn)	18.2%

Continued.
SMILES	12-LOX inh
COC(=O)[C@@H]1Cc2c([nH]c3ccccc23)[C@H]2C[C@@H](NCCO)C[C@@H](c3ccccc3F)N21	?
Cc1ccc(N2CC(c3noc(-c4nccc5ccccc45)n3)CC2=O)cc1 (stereo not drawn)	27.8%
Cc1ccc(C(=O)NCC2CCN(c3cnn(C)c(=O)c3)C2)c(=O)n1C (stereo not drawn)	51.2%[activator]
O=C1NCc2ccccc2CC12CCN(Cc1ccccc1OC(F)(F)F)CC2	7.5%[6.33 µM]
Cc1ccc(SC(=O)c2ccc(F)cc2)cc1	-16.2%
O=C(C1CCN(C(=O)N2CC3CC(C2)[C@H]2CCCC(=O)N2C3)CC1)N1CCCCC1 (stereo partly drawn)	37.3%
O=C(Nc1cc(C(=O)NC2CCOCC2)c2c(c1)ncn2C1CCCC1)c1ccccc1	15.1%
COc1ccc(C2Cn3cnc(C(=O)N4CCC(C(=O)NCC5CCCO5)CC4)c3CO2)cc1 (stereo not drawn)	30.6%[activator]
Cc1cc(=O)c2c(=O)[nH][nH]c2[nH]1	?
COc1ccc(-c2ccc3ncc(Nc4ccccc4)n3n2)cc1OC	37.3%[activator][176 µM]
COc1ccc(CCC(=O)N2CC3CC(C2)[C@H]2CCCC(=O)N2C3)cc1 (stereo partly drawn)	10.3%
O=C(NC1CCS(=O)(=O)C1)c1ccc(Cl)c(S(=O)(=O)N2CCCCCC2)c1 (stereo not drawn)	?
Cc1ccc(C(=O)NC2CC(=O)N(CCCc3ccccc3)C2)s1 (stereo not drawn)	5.4%
CCCNC(N)=S	?
CC(C)NC(=O)CN(C)CC(O)COc1cccc(Br)c1 (stereo not drawn)	-14.6%
CC1CCC2(CC1)OCC(C(=O)NCc1ccccc1)N2C(=O)c1cccc(Cl)c1 (stereo not drawn)	46.0%[activator]
COCCNC(=O)c1c(N)[nH]c(C(=O)c2ccc(Br)cc2)c1-c1ccc(Br)cc1	3.5%
COc1ccc(N2CC(NC(=O)c3cc(C(C)C)n4ncnc4n3)CC2=O)cc1 (stereo not drawn)	-2.0%
CCN(CC)S(=O)(=O)c1ccc(N2CCOCC2)c(NC(=O)c2nn(C(C)C)c(=O)c3ccccc23)c1	-18.6%
Cc1ccc2nc(CO[C@H]3CN(Cc4nccn4C)C[C@H]3F)[nH]c2c1	87.0%[activator][176 µM]
CC(C)(C)c1ccc(NC(=O)O[C@@H]2CO[C@H]3[C@@H]2OC[C@@H]3Nc2nccc(-c3ccccc3)n2)cc1	-4.4%
COc1ccc(C(=O)N2CCCC(c3nc(-c4cnccn4)no3)CCNC(=O)CC2)cc1F (stereo not drawn)	41.6%[activator]
Cc1ccc(C2NC(=O)N(CC(=O)Nc3ccc4c(c3)OCCO4)C3=C2C(=O)OC3)cc1 (stereo not drawn)	20.1%
O=C(/C=C/c1ccco1)N1CCCC(C(F)(F)F)C1 (stereo not drawn)	?
O=C1CCN(S(=O)(=O)c2ccccc2)CCCN(S(=O)(=O)c2cccs2)CCN1	17.4%
Cc1cccc2nnc(N3CCN(C(=O)c4ccco4)CC3)n12	67.8%[activator]
O=C(Nc1ccc2oc(-c3ccccc3)cc(=O)c2c1)c1ccc(F)cc1	?
C=CCOC(=O)COc1ccc2c(=O)c(Oc3ccc(OC)cc3)coc2c1	18.5%
CN(Cc1ccccc1)Cc1ccccc1C(F)(F)F	21.9%[176 µM]
CCc1cnc(N2CCC(Oc3cnc4c(ccn4CCN[S+](C)(=O)[O-])c3)CC2)nc1	-6.7%
CC(C)(Oc1nn(CC2CCOCC2)c2ccccc12)C(=O)Nc1ccccn1	1.7%[176 µM]
c1ccc(-c2cc3nc(NCc4cccs4)nc(NCc4ccc5occc5c4)c3s2)cc1	?
CCOC(=O)Cc1c(C(=O)OCC)[nH]c2c1C(=O)CCC2	?
O=C(COc1ccc2nncn2n1)N1CCOCC(O)(CN2CCCC2)C1 (stereo not drawn)	-26.7%
CCC1(C2CCN(C(=O)c3coc4c3C(=O)CCC4)CC2)NC(=O)N(CCc2scnc2C)C1=O (stereo not drawn)	?
O=C(NC1CCCc2ccccc21)c1cc(Cl)nc(Cl)c1 (stereo not drawn)	13.3%
COc1ccc(NC(=O)c2ccc3c(c2)CCC3)cc1	-36.2%
CN(Cc1cccs1)C(=O)Cc1n[nH]c(=O)c2ccccc12	-0.6%
O=C1CC2(CCN(Cc3ccc(C(F)(F)F)cc3)CC2)Oc2ccccc2N1c1ccccc1	-11.4%
O=C(NCc1ccccc1Br)c1cccs1	-5.1%

Some of the entries above, set out differently.
| 12-LOX inh | Molecule |
| --- | --- |
| 17.4% | O=C1CCN(S(=O)(=O)c2ccccc2)CCCN(S(=O)(=O)c2cccs2)CCN1 |
| 13.3% | O=C(NC1CCCc2ccccc21)c1cc(Cl)nc(Cl)c1 (stereo not drawn) |

Further structures:
SMILES	12-LOX inh
CC1(C(=O)NS(=O)(=O)Cc2cccc(Cl)c2)CCN1C(=O)CCc1cccs1 (stereo not drawn)	0.4%
Cc1ccc(S(=O)(=O)N(C)CC(=O)OCc2coc(-c3cccs3)n2)cc1	-14.0%
O=C(NC1CCCc2c1[nH]c1ccccc21)c1cccs1 (stereo not drawn)	44.7µM*
O=C(O)c1ccc(CN2CC[C@H](c3nnc(-c4ccc(Cl)cc4)o3)C2)cc1	16.7%[176 µM]
Cc1ccc(-c2nnc([C@H]3CCN(C(=O)CCC(=O)O)C3)o2)cc1	19.4%[176 µM]
CSc1nnc(-c2ccccc2NC(=O)c2ccc(C)c(S(=O)(=O)N3CCCC3)c2)o1	-11.4%
Cc1cc(C(=O)OCC(=O)Nc2cccc3ccccc23)c2ccccc2n1	-37.6%
CCN1CCN(CCNC(=O)c2cc(-c3ccc(Cl)cc3)cn2C)CC1	?
CC1CCC(NC(=O)C23CC4CC(CC(C4)C2)C3)CC1 (stereo not drawn)	23.4%
O=C1NCCCCCCN(Cc2ccncc2)[C@@H]2CN(S(=O)(=O)c3ccccc3)CC[C@H]12	34.2%[activator]
COc1ccc(Cl)cc1S(=O)(=O)NC(C)c1cnn(-c2ccccn2)c1C (stereo not drawn)	-6.5%
CCOCc1nc(C2CCCN(C(=O)C(CC)CC)C2)no1 (stereo not drawn)	41.8%[activator]
COc1ccc(CCC(=O)N2CCC3(CC2)NC(=O)N(c2ccc(F)cc2)N3)cc1	?
COc1cc(NC(=O)c2csc(C(O)c3ccc(C(C)(C)C)cc3)n2)cc(OC)c1OC (stereo not drawn)	7.9%
N#Cc1cccc(C(=O)C(=O)N2CCC(c3ccccc3)CC2)c1	?
C[C@@H]1CCCCO[C@H](CN(C)C(=O)Nc2ccccc2)[C@@H](C)CN([C@H](C)CO)C(=O)c2cc(NS(=O)(=O)c3cn(C)cn3)ccc2O1	-41.6%
Cc1ccc(-n2nc3n(c2=O)CCN(C(=O)c2ccc(F)cc2)C3)cc1	-10.2%
COCC(=O)N(c1ccc(Br)cc1)C1C=CS(=O)(=O)C1 (stereo not drawn)	0.9%
CN(C)S(=O)(=O)c1ccc2oc(SCCOc3cccc(Br)c3)nc2c1	1.8%
COc1ccc(CC(O)CO)cc1OCc1ccccc1 (stereo not drawn)	-7.5%

Some of these compounds in order of length of the SMILES, ascending.
SMILES	12-LOX inh
CCOCc1nc(C2CCCN(C(=O)C(CC)CC)C2)no1 (stereo not drawn)	41.8%[activator]
COc1ccc(Cl)cc1S(=O)(=O)NC(C)c1cnn(-c2ccccn2)c1C (stereo not drawn)	-6.5%
C[C@@H]1CCCCO[C@H](CN(C)C(=O)Nc2ccccc2)[C@@H](C)CN([C@H](C)CO)C(=O)c2cc(NS(=O)(=O)c3cn(C)cn3)ccc2O1	-41.6%

Additional entries:
SMILES	12-LOX inh
O=[N+]([O-])c1ccc(Nc2ccccc2O)c([N+](=O)[O-])c1	?
O=C(C1CC1)N1CC(=O)N2[C@@H](CO)[C@H](c3ccc(Br)cc3)[C@@H]2C1	-25.6%
Cc1cccc(Cn2c(SCC(O)CO)nc3c2c(=O)[nH]c(=O)n3C)c1 (stereo not drawn)	?
CCc1ccc(/C=C(\C#N)C(=O)NC2CC2)s1	-25.9%
CC(C)C1Cc2c(sc(N)c2C#N)CO1 (stereo not drawn)	?

This is a subset (hit frequency here may not be typical).
